M4 ag = human M4 muscarinic receptor agonists, primary screen, CHO-K1 cells, Fluo-8 calcium fluorescence | Muscarinic acetylcholine receptor M4 (Homo sapiens), P08173 | CHO-K1 hM4/Gqi5; vehicle 0%, full acetylcholine response 100% | activation, % at 3 µM | 0.14% of 360,000 active | AID 624127, 2012;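 active = activation above the run mean over all test wells plus 3 SD, cut at about 32% in these data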;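 also: peak over basal fluorescence ratio per well then scaled between controls; 0% = DMSO wells and 100% = acetylcholine at EC100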
M5 antag = human M5 muscarinic receptor antagonists, primary screen, CHO cells, Fluo-8 calcium fluorescence; Muscarinic acetylcholine receptor M5 (Homo sapiens), P08912; CHO-hM5 cells, ACh EC80; inhibition, % at 3 µM; 0.59% of 360,000 active; AID 624040, 2012;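 active = inhibition above a per-plate cutoff, the mean of that plate's test compounds plus 3 SD, cut at about 27% in these data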;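 also: 0% = acetylcholine EC80 with DMSO and 100% = DMSO without agonist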
Target sequence (P08912 whole entry, looked up): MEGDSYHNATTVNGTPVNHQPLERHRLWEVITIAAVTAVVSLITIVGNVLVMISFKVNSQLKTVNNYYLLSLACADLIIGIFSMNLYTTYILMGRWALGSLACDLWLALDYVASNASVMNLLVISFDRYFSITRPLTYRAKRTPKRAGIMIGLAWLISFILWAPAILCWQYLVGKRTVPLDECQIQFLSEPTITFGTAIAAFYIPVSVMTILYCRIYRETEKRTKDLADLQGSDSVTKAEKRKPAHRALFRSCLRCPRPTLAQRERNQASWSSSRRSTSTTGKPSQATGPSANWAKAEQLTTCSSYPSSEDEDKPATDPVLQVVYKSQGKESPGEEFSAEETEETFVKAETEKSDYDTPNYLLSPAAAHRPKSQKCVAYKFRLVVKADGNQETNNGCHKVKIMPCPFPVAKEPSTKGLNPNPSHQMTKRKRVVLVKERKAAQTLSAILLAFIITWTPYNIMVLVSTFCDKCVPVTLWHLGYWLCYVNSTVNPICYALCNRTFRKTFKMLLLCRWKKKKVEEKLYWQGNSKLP
CHRM5 agonist = human M5 muscarinic receptor agonists, primary screen, CHO-K1 cells, Fluo-8 calcium fluorescence | 0.19% of 360,000 active | CHO-K1 hM5 cells; 0% DMSO wells, 100% maximal acetylcholine response | Muscarinic acetylcholine receptor M5 (Homo sapiens), P08912 | activation, % at 3 µM;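 active = activation above the run's mean over test compounds plus 3 SD, cut at about 23% in these data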;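 also: signal is peak over basal fluorescence ratio across the kinetic read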
CHRM4 PAM = human M4 muscarinic receptor positive allosteric modulators, primary screen, CHO-K1 cells, Fluo-8 calcium fluorescence; CHO-K1 hM4/Gqi5, ACh EC20; 0% = ACh EC20, 100% = maximal ACh; activation, % at 3 µM; 0.4% of 360,000 active; AID 624126, 2012;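 active = activation above its plate's cutoff, the mean activation of sample wells plus 3 SD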; also: some results filed as inactive read as strong as hits
CHRM1 PAM = human M1 muscarinic receptor positive allosteric modulators, primary screen, CHO-K1 cells, Fluo-8 calcium fluorescence, 1536-well; 0.088% of 360,000 active; CHO-K1 hM1, ACh EC20; 0% = ACh EC20, 100% = maximal ACh; activation, % at 3 µM; Muscarinic acetylcholine receptor M1 (Homo sapiens), P11229; AID 588819, 2011; in the data active = activation above about 19%, passing the limit was not always enough
Target sequence (P11229 whole entry, looked up): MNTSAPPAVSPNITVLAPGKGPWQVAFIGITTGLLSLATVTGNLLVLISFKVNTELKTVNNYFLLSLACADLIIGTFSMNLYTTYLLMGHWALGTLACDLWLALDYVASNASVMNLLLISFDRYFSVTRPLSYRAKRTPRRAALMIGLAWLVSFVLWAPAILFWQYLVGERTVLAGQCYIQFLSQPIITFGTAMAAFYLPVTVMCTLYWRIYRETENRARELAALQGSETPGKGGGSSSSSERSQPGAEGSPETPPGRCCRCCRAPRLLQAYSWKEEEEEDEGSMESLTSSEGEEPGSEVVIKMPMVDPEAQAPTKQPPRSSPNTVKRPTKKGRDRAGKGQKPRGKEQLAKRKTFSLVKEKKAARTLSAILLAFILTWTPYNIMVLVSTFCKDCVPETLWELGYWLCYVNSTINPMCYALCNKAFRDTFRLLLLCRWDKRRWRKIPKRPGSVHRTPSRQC
M1 antag = human M1 muscarinic receptor antagonists, primary screen, CHO-K1 cells, Fluo-8 calcium fluorescence, 1536-well. Muscarinic acetylcholine receptor M1 (Homo sapiens), P11229. CHO-K1 hM1, ACh EC80 antagonist. inhibition, % at 3 µM. 1.3% of 360,000 active;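 active = percent inhibition above its own plate's cutoff, namely the mean of that plate's compound wells plus 3 SD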;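 also: peak over basal fluorescence ratio during 140 s after agonist addition; 0% = ACh EC80 plus DMSO and 100% = DMSO alone without agonist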
M5 PAM = human M5 muscarinic receptor positive allosteric modulators, primary screen, CHO-K1 cells, Fluo-8 calcium fluorescence. Muscarinic acetylcholine receptor M5 (Homo sapiens), P08912. CHO-K1 hM5, ACh EC20 PAM; 0% = ACh EC20, 100% = ACh EC100. activation, % at 3 µM. 0.3% of 360,000 active. AID 624038, 2012;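 active = activation above the run cutoff, the mean activation of all test compounds plus 3 SD, cut at about 18% in these data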
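Assay system: CHO-K1 hM5 cells / Incubation: Fluo-8 loading 80 min at 37 °C plus 30 min room temperature / Technique: Fluo-8 calcium dye fluorescence, kinetic read / Repeats: single replicate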
CRFR2-BP ag = agonists of CRF-BP/CRF-R2 complex, primary screen, cell-based, HEK293, calcium dye fluorescence, uHTS; CRF-binding protein / CRF receptor 2 complex (human); calcium dye fluorescence (FLIPR); percent of saturating CRF peptide response; activation, % at 13.2 µM; 0.46% of 350,000 active; AID 588473, 2011;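 active = activation of at least 50%, plus an integration ratio under a set limit after plate pattern correction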;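 also: plate controls were neutral control wells without compound for no effect and CRF at EC100 for full effect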
CHRM4 antagonist = human M4 muscarinic receptor antagonists, primary screen, CHO cells, Fluo-8 calcium fluorescence | Muscarinic acetylcholine receptor M4 (Homo sapiens), P08173 | CHO-hM4 cells, ACh EC80 | inhibition, % at 3 µM | 0.73% of 360,000 active;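 active = inhibition above its plate's cutoff, the mean inhibition of sample wells plus 3 SD, cut at about 27% in these data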;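 also: 0% = acetylcholine EC80 with DMSO and 100% = DMSO without agonist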
Starred values were filed as active, the others as inactive; x = not tested or not shown. Outcome played no part in choosing rows (roughly 2.8% active in at least one column).

M4 ag	M5 antag	CHRM5 agonist	CHRM4 PAM	CHRM1 PAM	M1 antag	M5 PAM	CRFR2-BP ag	CHRM4 antagonist	Compound
1	-11	0	5	8	-18	-1	0.4	-10	Cc1ccccc1N(CC(=O)NC(C)(C)C)C(=O)CCC(=O)Nc1nccs1
0	-4	-2	11	-1	-6	-2	13	-21	CCNC(=O)c1c(C)[nH]c(C(=O)OCC)c1C
1	3	4	-2	13	-13	1	0.7	-11	Cc1cc(NC(=O)NN2CCOCC2)nn1-c1c(Cl)cccc1Cl
3	-2	-3	-8	1	11	3	0.0	20	Cc1cccnc1-n1c(CCN2C(=O)c3ccccc3C2=O)nc2ccccc2c1=O
1	-17	1	-1	10	-18	7	3.6	4	O=C(COC(=O)c1cc2ccccc2cc1O)c1ccccc1
0	-4	1	3	6	3	4	2.0	-10	COc1cc(C)ccc1OCCON1C(=O)CCC1=O
2	-1	0	1	10	-15	7	-0.3	2	COc1cccc(N(C(=O)c2snc(C(N)=O)c2N)C(C(=O)NCC2CCCO2)c2ccc(F)cc2)c1 (stereo not drawn)
0	-1	-4	1	4	-11	-1	2.9	1	O=C(O)C(Cc1ccc(F)cc1)c1ccccc1 (stereo not drawn)
2	-2	-9	5	2	-1	-1	6.9	-17	Cc1nn(CC(=O)N2c3ccccc3NC(=O)C2(C)C)c(C)c1[N+](=O)[O-]
1	11	-5	2	10	-7	3	1.0	-1	Cn1nnnc1SCC(=O)N1CCCCC1
0	0	2	-4	4	-10	-3	-0.3	-14	COC(=O)c1cc(=O)n(Cc2ccc3c(c2)OCO3)c(=Nc2ccc(F)c(Cl)c2)s1
1	5	2	9	x	x	-2	x	-3	CCOC(=O)[C@]12CCCC=C1N(Cc1ccco1)C(=O)[C@H](CC(=O)N1CCCCC1)C2
-1	6	4	4	10	-9	3	-1.7	2	CS(=O)(=O)Nc1ccc(C2=NN(C(=O)c3ccco3)C(c3ccccc3F)C2)cc1 (stereo not drawn)
1	11	0	2	3	2	-1	-0.1	-5	O=C(COC(=O)/C=C/c1cccc(C(F)(F)F)c1)NCc1ccco1
7	-1	4	2	-1	11	-6	-1.0	-9	Cc1cccc(OCCCCc2c(C)n[nH]c2C)c1

An excerpt of these results, as tab-separated lines:
mol	M4 ag	M5 antag	CHRM5 agonist	CHRM4 PAM	CHRM1 PAM	M1 antag	M5 PAM	CRFR2-BP ag	CHRM4 antagonist
CCNC(=O)c1c(C)[nH]c(C(=O)OCC)c1C	0	-4	-2	11	-1	-6	-2	13	-21
Cc1cc(NC(=O)NN2CCOCC2)nn1-c1c(Cl)cccc1Cl	1	3	4	-2	13	-13	1	0.7	-11
Cc1cccnc1-n1c(CCN2C(=O)c3ccccc3C2=O)nc2ccccc2c1=O	3	-2	-3	-8	1	11	3	0.0	20
O=C(COC(=O)c1cc2ccccc2cc1O)c1ccccc1	1	-17	1	-1	10	-18	7	3.6	4
COc1cc(C)ccc1OCCON1C(=O)CCC1=O	0	-4	1	3	6	3	4	2.0	-10
COc1cccc(N(C(=O)c2snc(C(N)=O)c2N)C(C(=O)NCC2CCCO2)c2ccc(F)cc2)c1 (stereo not drawn)	2	-1	0	1	10	-15	7	-0.3	2
O=C(O)C(Cc1ccc(F)cc1)c1ccccc1 (stereo not drawn)	0	-1	-4	1	4	-11	-1	2.9	1
Cc1nn(CC(=O)N2c3ccccc3NC(=O)C2(C)C)c(C)c1[N+](=O)[O-]	2	-2	-9	5	2	-1	-1	6.9	-17
Cn1nnnc1SCC(=O)N1CCCCC1	1	11	-5	2	10	-7	3	1.0	-1
COC(=O)c1cc(=O)n(Cc2ccc3c(c2)OCO3)c(=Nc2ccc(F)c(Cl)c2)s1	0	0	2	-4	4	-10	-3	-0.3	-14
CCOC(=O)[C@]12CCCC=C1N(Cc1ccco1)C(=O)[C@H](CC(=O)N1CCCCC1)C2	1	5	2	9	x	x	-2	x	-3
CS(=O)(=O)Nc1ccc(C2=NN(C(=O)c3ccco3)C(c3ccccc3F)C2)cc1 (stereo not drawn)	-1	6	4	4	10	-9	3	-1.7	2
O=C(COC(=O)/C=C/c1cccc(C(F)(F)F)c1)NCc1ccco1	1	11	0	2	3	2	-1	-0.1	-5
Cc1cccc(OCCCCc2c(C)n[nH]c2C)c1	7	-1	4	2	-1	11	-6	-1.0	-9

Next section.
M4 ag	M5 antag	CHRM5 agonist	CHRM4 PAM	CHRM1 PAM	M1 antag	M5 PAM	CRFR2-BP ag	CHRM4 antagonist	Compound
1	9	-4	0	10	-16	-4	-0.6	4	COc1ccc(CC(=O)Nc2cccnc2)cc1
0	9	-2	-10	2	-1	0	-1.0	13	Cc1ccccc1NC(=O)CN1C(=O)N/C(=C\c2ccccc2OCc2ccc(C(=O)O)cc2)C1=O
-2	11	-10	-10	-17	21	-8	-0.4	11	CCCCn1c(C23CC4CC(CC(C4)C2)C3)n[nH]c1=S
0	1	-3	0	5	-8	12	-1.1	-8	O=C(CCCc1ccccc1)NCc1ccc2c(c1)OCO2
-1	-2	-5	-8	-1	3	-3	-1.3	-10	O=c1c2c(ncn2C2CCCC2)n(Cc2ccccc2)c(=O)n1CCOc1ccccc1
1	1	2	10	6	-12	2	0.0	-4	COc1ccc(S(=O)(=O)NNC(=O)C(=O)NNc2ccccn2)cc1
0	-6	-3	5	6	-2	-3	-0.4	0	Cc1cc(=O)[nH]c(SCC(=O)OCc2ccccc2)c1C#N
9	-3	3	-4	2	4	-11	-0.4	-3	COc1ccc(CSCC(=O)N/N=C/c2ccc(OCC(=O)NCc3ccco3)cc2)cc1
x	2	-2	-4	2	-1	-5	0.0	8	O=C(CN1C(=O)c2cccnc2Oc2ccc(Cl)cc21)NCCc1ccccc1
1	5	-3	2	-6	-1	9	-0.3	1	CCCNC(=O)OCc1cccnc1Sc1ccc(C)cc1
1	-1	-3	-1	13	-10	-4	0.7	8	CCn1c(C)nc2cc(C(=O)N/N=C/c3ccccc3)ccc21
0	5	-1	1	3	-7	-4	1.0	0	Cc1ccc(C(=O)N/C(=C\c2ccco2)C(=O)NCCCn2ccnc2)cc1C
0	12	-1	0	5	-2	1	-1.7	-1	COc1ccc(OC(=O)COc2ccc(C)cc2)cc1
0	8	1	0	15	-22	1	-0.8	5	CNC(=O)Cn1nc(-c2ccc(C)cc2)c2ccccc2c1=O
2	8	-2	18	12	-3	5	-1.5	-2	COc1cccc(-c2ccc(SCC(=O)N3CCN(c4ccccc4)CC3)nn2)c1
8	32*	7	-11	-9	23	-13	4.3	30*	COc1ccc(-c2noc(CCCCC(=O)N3CCN(c4cc(C)ccc4C)CC3)n2)cc1
4	-6	6	-3	6	-15	-2	3.4	-5	Cc1ccc(N2C(=O)N(CC(=O)Nc3cccc([N+](=O)[O-])c3C)C(=O)C2C)cc1 (stereo not drawn)
1	3	0	5	9	-14	-6	-4.9	0	COC(=O)c1ccc(CSc2nnc(NC(C)C)s2)o1
2	6	-3	0	5	-9	-5	-0.2	3	Cc1ccc(NS(=O)(=O)c2ccc(OCC(=O)NCc3ccccn3)cc2)cc1
2	9	3	4	3	-5	-4	2.4	-9	CCOc1ccc2[nH]c(=O)c(CN(Cc3ccco3)Cc3nnnn3Cc3ccccc3)cc2c1
10	-6	14	12	18	-20	7	-1.2	-12	CC(=O)C1=C(O)C(=O)N(c2ccc(Br)cc2)C1c1ccc(Cl)cc1 (stereo not drawn)
4	10	4	-3	-1	-11	-8	-1.9	-5	CC1Cc2ccccc2N1C(=O)c1ccc(F)c(S(=O)(=O)N2CCOCC2)c1 (stereo not drawn)
10	31*	-18	-17	-24	80*	-35	-0.9	29*	CC(CCCN(C)C)C(Cc1ccccc1)c1ccccc1 (stereo not drawn)
0	4	3	8	12	-15	-2	-1.9	2	COC(=O)CN1C(=O)C2(OCCCO2)c2ccccc21
0	-11	-1	3	0	8	12	0.4	4	COc1cc(NC(=O)Cn2cnc(S(=O)(=O)N3CCC(C)CC3)c2)cc(OC)c1OC
0	-1	0	-7	-3	5	-1	-0.3	-2	C[C@@H]1CN([C@H](C)CO)C(=O)c2c(c3ccccc3n2C)-c2ccccc2CO[C@H]1CN(C)Cc1cccc(C(=O)O)c1
2	1	-3	0	-1	-6	2	-0.6	7	Nc1ccc(N2CCN(c3cccc(Cl)c3)CC2)cc1
8	30*	2	-12	-12	20*	-18	4.2	13	O=C(CSc1nnc(Cn2nnc3ccccc32)o1)N(Cc1ccc(Cl)cc1)c1ccccc1
1	-3	-1	1	6	-21	2	1.9	5	CC(C)c1ccc(/C=N/NC(=O)CN(c2cccc(Cl)c2Cl)S(C)(=O)=O)cc1
0	-4	6	-2	4	-10	10	6.6	-8	O=C1NCCCC1C(=O)N/N=C/c1cccc([N+](=O)[O-])c1 (stereo not drawn)
3	-3	0	-1	-3	0	3	-2.5	6	COc1c(C)cc(Br)cc1C(=O)Nc1ccc(N2CCN(S(C)(=O)=O)CC2)cc1
16	2	-3	2	0	0	-14	1.0	-24	O=C(CCS(=O)(=O)c1ccccc1)N(CCCN1CCOCC1)c1nc2c(F)cccc2s1
1	-3	-3	-4	3	-4	-4	-1.5	3	CCCCOc1ccc(-c2[nH]ncc2C=O)cc1
1	3	2	-12	5	-2	-11	1.7	34*	COc1ccc(C2=NS(=O)(=O)N(C)C(C(=O)N3CCC(C(N)=O)CC3)=C2)cc1
1	6	-3	9	6	-2	-4	1.9	-10	COC(=O)c1csc(S(=O)(=O)N2CCOCC2)c1OC
0	4	-2	3	4	-4	-6	0.0	3	CCC(C)c1ccc(NC(=S)NN2CCOCC2)cc1 (stereo not drawn)
1	-2	-1	22*	6	-4	2	-0.2	8	Cn1nccc1C(=O)Nc1cccc(S(=O)(=O)N2CCOCC2)c1
6	7	-2	1	4	-5	-6	-1.7	-7	Cc1ccn2c(C(=O)CSc3ccccc3)c(C)nc2c1
2	1	-3	0	2	-2	-10	0.4	-3	COc1ccc(N2C(=O)CC(N3CCC(O)(c4cccc(C(F)(F)F)c4)CC3)C2=O)cc1 (stereo not drawn)
1	13	1	8	10	-12	-4	0.8	-5	N#CC(C#N)=C1SC(=Nc2ccccc2)C(=Nc2ccccc2)N1c1ccccc1
0	-4	-4	3	18	-4	5	-0.1	5	CCN(CC)c1ccc(C(=O)N/N=C(\C)c2ccc(O)cc2)cc1
